Screening data: PubChem BioAssay, several laboratories
Vif inh: HIV Vif self-association inhibitors, primary screen, imaging, HEK293T, single point | inhibition, % at 7.49 µM | HEK293T cells, Vif self-association by quenched fluorescence, 24 h | hit rate 0.35% among 340,000; in the data active = inhibition above about 50%, passing the limit was not always enough; inconclusive = no clear call, values can overlap the other calls; inactive = below about 31%; note: some results filed as inactive read as strong as hits
PDI turbidity: inhibitors of human PDI, primary screen, biochemical, turbidity, single point, plate reader; Protein disulfide-isomerase (Homo sapiens), P07237; PDI insulin aggregation turbidity, A650, 90 min; inhibition, % at 10 µM; hit rate 0.052% among 350,000;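 active = mean inhibition across replicates of 30% or more, whatever share of single replicates reach that level; inconclusive = mean inhibition below 30% while every single replicate reaches 30%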;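 note: absorbance from insulin aggregation driven by PDI reduction with DTT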
Target sequence (P07237 whole entry, looked up): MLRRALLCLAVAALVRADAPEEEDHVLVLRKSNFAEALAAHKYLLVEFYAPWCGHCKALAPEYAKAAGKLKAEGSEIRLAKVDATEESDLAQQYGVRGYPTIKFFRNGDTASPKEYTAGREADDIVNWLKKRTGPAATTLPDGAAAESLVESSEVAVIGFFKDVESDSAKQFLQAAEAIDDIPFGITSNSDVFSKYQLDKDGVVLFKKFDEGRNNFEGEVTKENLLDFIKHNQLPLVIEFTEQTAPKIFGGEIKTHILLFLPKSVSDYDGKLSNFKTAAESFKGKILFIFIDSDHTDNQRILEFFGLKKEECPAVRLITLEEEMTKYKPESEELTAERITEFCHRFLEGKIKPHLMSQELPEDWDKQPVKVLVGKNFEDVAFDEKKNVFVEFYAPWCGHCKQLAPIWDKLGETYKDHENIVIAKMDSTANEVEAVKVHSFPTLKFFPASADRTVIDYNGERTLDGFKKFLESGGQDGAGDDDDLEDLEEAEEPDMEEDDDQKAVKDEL
KKLEB cytotox: cytotoxicity in KKLEB CF airway cells, primary screen, cytotoxicity control for CF NF-kB inhibitor project, cell-based, uHTS, fluorescence assay plates. KKLEB CF airway cells viability, ATPlite luminescence, overnight; stronger effect = lower value; cells stimulated with P. aeruginosa culture filtrate. activity change (cytotoxicity), % at 5 µM. hit rate 0.36% among 360,000. AID 602141, 2011;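 active = corrected activity change at or below -50% at 5 µM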
CaV13 FRET inh: Disruptors of the CACNA1D IQ motif to Ca2+-dependent inactivation inhibitor domain association, primary screening, Förster resonance energy transfer in intact living …; HEK cells, CFP/YFP FRET ICDI-IQ, plate reader, 10 min; percent FRET-ratio fall versus neutral wells; AID 743397; hit rate 0.098% among 340,000; inhibition, % at 12.3 µM;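 active = mean replicate inhibition of at least 30% and at least 1% of replicates passing that level; inconclusive = only one of the two criteria is met; inactive = neither criterion is met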;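 note: 0% = median of the neutral control wells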
CF NFkB inh: inhibitors of PAF-induced NF-kB signaling, primary screen, cell-based, GFP fluorescence, uHTS; KKLEB NF-kB-GFP reporter, GFP fluorescence overnight; inhibition, % at 5 µM; hit rate 0.86% among 360,000; AID 588850, 2011;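 active = at least 50% inhibition at 5 µM, scaled per plate between neutral and stimulator controls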;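 note: PAF is a Pseudomonas aeruginosa culture filtrate used as stimulus; plate controls were PAF-stimulated DMSO wells for no effect and unstimulated DMSO wells for full effect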
HIF-2a inh: HIF-2a reporter inhibitors, primary screen, luminescence, 786-0 RCC cells | 786-0 RCC cells HIF-2a reporter, luciferase luminescence, overnight | inhibition, % at 18.8 µM | hit rate 0.72% among 360,000 | AID 624352, 2012;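 active = inhibition of the luminescence signal of 40% or more relative to plate controls, in a single-dose primary screen at 18.75 µM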
NR2E3 ag-1: inhibitors of NR2E3-RetCOR corepressor binding, primary screen, NR2E3 agonist project, biochemical, TR-FRET, GST-NR2E3, biotin-RetCOR; Photoreceptor-specific nuclear receptor (Homo sapiens), Q9Y5X4; 1536-well; inhibition of corepressor binding, % at 4.78 µM; hit rate 0.12% among 320,000; AID 2300, 2010;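 active = percent inhibition above the cutoff of mean plus 3 SD of all tested compounds, set per screening campaign, cut at about 20% in these data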;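 note: 0% = DMSO wells and 100% = biotin wells as full block of FRET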
Target sequence (Q9Y5X4 whole entry, looked up): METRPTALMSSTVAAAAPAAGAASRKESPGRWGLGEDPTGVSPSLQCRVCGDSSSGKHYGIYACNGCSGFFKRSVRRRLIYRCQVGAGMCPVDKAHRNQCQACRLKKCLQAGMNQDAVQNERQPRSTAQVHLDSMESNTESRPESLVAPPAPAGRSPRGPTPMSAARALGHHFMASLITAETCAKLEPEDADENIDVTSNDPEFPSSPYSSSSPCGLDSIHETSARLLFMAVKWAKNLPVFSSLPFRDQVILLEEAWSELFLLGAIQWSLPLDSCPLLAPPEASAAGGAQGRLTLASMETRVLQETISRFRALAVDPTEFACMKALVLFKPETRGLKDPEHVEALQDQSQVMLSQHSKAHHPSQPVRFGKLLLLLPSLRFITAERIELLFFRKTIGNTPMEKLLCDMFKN
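Format: 1536-well format; test system: GST-NR2E3 and biotin-RetCOR proteins; read-out basis: percent inhibition of TR-FRET ratio; timing: 5 h incubation at 4 °C; detection: time-resolved FRET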
NR2E3 ag-2: NR2E3 agonists in two-hybrid cells, primary screen, cell-based, luminescence, CHO-S, Gal4-NCOR/VP16-NR2E3 | Photoreceptor-specific nuclear receptor (Homo sapiens), Q9Y5X4 | inhibition of corepressor binding, % at 3.98 µM | hit rate 0.35% among 360,000 | luciferase | AID 602229, 2012;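 active = inhibition above the mean of all tested compounds plus 3 SD, cut at about 70% in these data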;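 note: 0% = DMSO with NR2E3 transfected cells and 100% = cells lacking NR2E3 construct; higher means lower luciferase signal from less NR2E3 corepressor binding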
Peg3 prom inh: Peg3 promoter-driven luciferase inhibitors, primary screen, cell-based, HeLa, luciferase luminescence; HeLa PEG-Prom luciferase reporter, overnight; inhibition, % at 20 µM; hit rate 1.7% among 360,000; AID 588405, 2011;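 active = inhibition of at least 50% at 20 µM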
MITF TRPM1 inh: inhibitors of MITF-dependent TRPM1 promoter reporter, primary screen, cell-based, SK-MEL-5, single point, luciferase; hit rate 0.83% among 330,000; inhibition, % at 12.5 µM; SK-MEL-5 TRPM1 promoter luciferase, 24 h;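 active = mean inhibition across replicates of 60% or more, whatever share of single replicates reaches that level; inconclusive = some that reach 60%, reason not given; inactive = mean inhibition across replicates below 60%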; note: values of inactives mirror those of a sister screen read the other way
Shn3 inh set2: reduction of Shn3 3'UTR firefly luciferase signal, primary screen, Schnurri-3 inhibitor project, cell-based, Clone20 osteoblasts, set 2 | inhibition, % at 12.5 µM | hit rate 0.52% among 360,000 | Clone20 osteoblast Shn3 3'UTR firefly luciferase, 24 h;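 active = mean inhibition of at least 75% with every replicate also reaching 75%; inconclusive = mean inhibition at least 75% but some replicate below; inactive = mean inhibition below 75%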;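 note: 0% = median of neutral control wells and 100% = pilot-screen positive control compound; some compounds past the cut are filed as inactive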
* hit, by the source's call; & = joins results of further samples.

How did Cc1cc(C(=O)N/N=C/c2cc(Br)cc(Br)c2OC(=O)c2cccc(F)c2)n[nH]1 do in these assays?
Vif inh: 11; PDI turbidity: 8; KKLEB cytotox: 5; CaV13 FRET inh: -11; CF NFkB inh: -2; HIF-2a inh: 1; NR2E3 ag-1: 0; NR2E3 ag-2: 0; Peg3 prom inh: 47; MITF TRPM1 inh: 46; Shn3 inh set2: 85

What do the screens show for `Cc1cc(CSc2ccccc2)ccc1NC(=O)c1ccc(CN2CCOCC2)cc1`?
Vif inh: 1; PDI turbidity: -2; KKLEB cytotox: -16; CaV13 FRET inh: -17; CF NFkB inh: 19; HIF-2a inh: 4; NR2E3 ag-1: 0; NR2E3 ag-2: 9; Peg3 prom inh: 13; MITF TRPM1 inh: 12; Shn3 inh set2: 25

Results for COc1ccc(Cn2c(=O)[nH]c3cc(C(=O)NCCCN4CCCCC4)ccc3c2=O)cc1 ?
Vif inh: -3; PDI turbidity: -1; KKLEB cytotox: -3; CaV13 FRET inh: -4; CF NFkB inh: 5; HIF-2a inh: 25; NR2E3 ag-1: 2; NR2E3 ag-2: -29; Peg3 prom inh: 19; MITF TRPM1 inh: 9; Shn3 inh set2: -1

What do the screens show for `O=C(Nc1ccccc1)c1cc2ccccc2o1`?
PDI turbidity: -10; KKLEB cytotox: -2; CaV13 FRET inh: -3; CF NFkB inh: 2; HIF-2a inh: -68; NR2E3 ag-1: -3; NR2E3 ag-2: -103; Peg3 prom inh: -107; MITF TRPM1 inh: 11; Shn3 inh set2: -13

Results for COCCNC(=S)c1ccc(Br)cc1 ?
Vif inh: -8; PDI turbidity: 8; KKLEB cytotox: -6; CaV13 FRET inh: -7; CF NFkB inh: -2; HIF-2a inh: -15; NR2E3 ag-1: -1; NR2E3 ag-2: -30; Peg3 prom inh: -20; MITF TRPM1 inh: 3; Shn3 inh set2: 1

Results for C=CCOc1cccc(C2C(C(=O)c3ccc(C)o3)=C(O)C(=O)N2c2nnc(C)s2)c1 (configuration not stated) ?
Vif inh: 3; PDI turbidity: -8; KKLEB cytotox: 3; CaV13 FRET inh: -5; CF NFkB inh: -15; HIF-2a inh: -27; NR2E3 ag-1: 14; NR2E3 ag-2: -37; Peg3 prom inh: -6; MITF TRPM1 inh: 6; Shn3 inh set2: 6

How did COC1OC(CO)C(N=C(C)C)C1O (configuration not stated) do in these assays?
Vif inh: inconclusive; PDI turbidity: -3; KKLEB cytotox: 8; CaV13 FRET inh: -5; CF NFkB inh: -20; HIF-2a inh: 12; NR2E3 ag-2: -4; Peg3 prom inh: -4; MITF TRPM1 inh: -9; Shn3 inh set2: 2

What do the screens show for `CC(C)(CNC(=O)c1ccc(Br)o1)CNC(=O)c1ccc(Br)o1`?
PDI turbidity: 1; KKLEB cytotox: -25; CaV13 FRET inh: -8; CF NFkB inh: 9; HIF-2a inh: 27; NR2E3 ag-2: -3; Peg3 prom inh: 13; MITF TRPM1 inh: 1; Shn3 inh set2: 8

Results for Cc1ccc(C(=O)COC(=O)c2cc(Cl)ccc2O)cc1[N+](=O)[O-] ?
Vif inh: -9; PDI turbidity: -6; KKLEB cytotox: -14; CaV13 FRET inh: -7; CF NFkB inh: 52*; HIF-2a inh: 13; NR2E3 ag-1: -1; NR2E3 ag-2: -42; Peg3 prom inh: 5; MITF TRPM1 inh: -10; Shn3 inh set2: 12

How did CCc1c(C)nc(SCC(=O)Nc2cccc(Br)c2)[nH]c1=O do in these assays?
Vif inh: -1; PDI turbidity: -2; KKLEB cytotox: -8; CF NFkB inh: -4; HIF-2a inh: 10; NR2E3 ag-1: 1; NR2E3 ag-2: -13; Peg3 prom inh: 14; MITF TRPM1 inh: -4; Shn3 inh set2: 16

How did O=[N+]([O-])c1ccccc1NCc1ccccc1Cl do in these assays?
Vif inh: 3; PDI turbidity: 1; KKLEB cytotox: -1; CaV13 FRET inh: -7; CF NFkB inh: 3; HIF-2a inh: -6; NR2E3 ag-1: -4; NR2E3 ag-2: 1; Peg3 prom inh: 8; MITF TRPM1 inh: -10; Shn3 inh set2: -44

How did COc1cc(SC)ccc1C(=O)NCCOc1ccccc1Cl do in these assays?
Vif inh: 0; PDI turbidity: -3; KKLEB cytotox: 11; CaV13 FRET inh: -3; CF NFkB inh: 0; HIF-2a inh: -236; NR2E3 ag-1: 1; NR2E3 ag-2: -215; Peg3 prom inh: -319; MITF TRPM1 inh: -96; Shn3 inh set2: -88

How did O=[N+]([O-])c1ccc(-c2n(-c3ccccn3)c3ccccc3[n+]2-c2ccccn2)cc1 do in these assays?
Vif inh: 0; PDI turbidity: 0; KKLEB cytotox: -10; CaV13 FRET inh: -4; CF NFkB inh: -3; HIF-2a inh: 7; NR2E3 ag-1: 4; NR2E3 ag-2: 1; Peg3 prom inh: 5; MITF TRPM1 inh: 15; Shn3 inh set2: 5

How did CCOc1ccccc1NC(=O)C(=O)CC(=O)c1ccc(OC)cc1 do in these assays?
Vif inh: 12; PDI turbidity: -10; KKLEB cytotox: 7; CaV13 FRET inh: -4; CF NFkB inh: 13; HIF-2a inh: 13; NR2E3 ag-1: 1; NR2E3 ag-2: -12; Peg3 prom inh: 12; MITF TRPM1 inh: 6; Shn3 inh set2: -9

Results for N#CC(C(=O)NCc1ccccc1)c1nc2ccccc2nc1N1CCCC1 (configuration not stated) ?
Vif inh: -11; PDI turbidity: 14; KKLEB cytotox: -12; CF NFkB inh: -68; HIF-2a inh: 16; NR2E3 ag-1: 6; NR2E3 ag-2: 9; Peg3 prom inh: 16; MITF TRPM1 inh: 20; Shn3 inh set2: 9

How did COc1ccc(S(=O)(=O)N2CCOC23CCN(S(=O)(=O)c2cc(F)ccc2F)CC3)cc1 do in these assays?
PDI turbidity: -1; KKLEB cytotox: 24; CaV13 FRET inh: -6; CF NFkB inh: -15; HIF-2a inh: 10; NR2E3 ag-1: -2; NR2E3 ag-2: -18; Peg3 prom inh: 12; MITF TRPM1 inh: -12; Shn3 inh set2: 19

What do the screens show for `COc1ccc(CCN=C(N)C(C)c2ccccc2)cc1OC` (configuration not stated)?
Vif inh: -5; PDI turbidity: 13; KKLEB cytotox: -8; CaV13 FRET inh: -20; CF NFkB inh: -10; HIF-2a inh: 21; NR2E3 ag-1: 0; NR2E3 ag-2: -8; Peg3 prom inh: 3; MITF TRPM1 inh: 10; Shn3 inh set2: 7

What do the screens show for `O=C1OC(Cc2ccccc2)C(c2ccccc2)C1=O` (configuration not stated)?
Vif inh: 29; PDI turbidity: 6; KKLEB cytotox: 5; CaV13 FRET inh: -17; CF NFkB inh: -2; HIF-2a inh: -33; NR2E3 ag-2: -7; Peg3 prom inh: -37; MITF TRPM1 inh: 10; Shn3 inh set2: -9

How did OC(c1nc2ccccc2[nH]1)C(O)c1nc2ccccc2[nH]1 (configuration not stated) do in these assays?
Vif inh: 10; PDI turbidity: 0; KKLEB cytotox: 10; CaV13 FRET inh: -4; CF NFkB inh: -12; HIF-2a inh: -17; NR2E3 ag-1: 0; NR2E3 ag-2: -37; Peg3 prom inh: 20; MITF TRPM1 inh: 9; Shn3 inh set2: -3

How did CCOc1ccc(CCNC(=O)C2CCN(c3nn4c(=O)cc(C)nc4s3)CC2)cc1OCC do in these assays?
Vif inh: -4; PDI turbidity: 0; KKLEB cytotox: -2; CaV13 FRET inh: -5; CF NFkB inh: 0; HIF-2a inh: 18; NR2E3 ag-1: -2; NR2E3 ag-2: -15; Peg3 prom inh: 14; MITF TRPM1 inh: 8; Shn3 inh set2: 6

Results for CC1(c2ccccc2)CC(C)(C)N2C(=O)Cc3cccc1c32 (configuration not stated) ?
Vif inh: -5; PDI turbidity: 1; KKLEB cytotox: 5; CaV13 FRET inh: -18; CF NFkB inh: 2; HIF-2a inh: 19; NR2E3 ag-1: 0; NR2E3 ag-2: 0; Peg3 prom inh: 26; MITF TRPM1 inh: 15; Shn3 inh set2: 12

What do the screens show for `CC(C)CNC(=O)COc1ccc(Sc2ccc(OCC(=O)NCC(C)C)cc2)cc1`?
Vif inh: -6; PDI turbidity: -2; KKLEB cytotox: 5; CaV13 FRET inh: -2; CF NFkB inh: -7; HIF-2a inh: 6; NR2E3 ag-1: -2; NR2E3 ag-2: -3; Peg3 prom inh: 9; MITF TRPM1 inh: 11; Shn3 inh set2: 49

How did CCOC(=O)[C@H]1[C@H]2COc3ccc(Br)cc3[C@@H]2N2C(=O)CN(Cc3ccc(C)cc3)C(=O)[C@@]12C do in these assays?
Vif inh: -4; PDI turbidity: 7; KKLEB cytotox: -2; CaV13 FRET inh: -5; CF NFkB inh: 15; HIF-2a inh: 20; NR2E3 ag-1: 2; NR2E3 ag-2: 8; Peg3 prom inh: 23; MITF TRPM1 inh: 6; Shn3 inh set2: 0

What do the screens show for `CC12CCC(C(=O)O)(C/C1=N\O)C2(C)C` (configuration not stated)?
Vif inh: -27&0; PDI turbidity: -11&8; KKLEB cytotox: 1&3; CaV13 FRET inh: -4&-2; CF NFkB inh: 6&4; HIF-2a inh: 18&8; NR2E3 ag-1: -4&2; NR2E3 ag-2: 2&15; Peg3 prom inh: 9&-11; MITF TRPM1 inh: 8&1; Shn3 inh set2: 15&-9

Results for CC1Oc2ccccc2N(CC(=O)NCCCN2CCOCC2)C1=O (configuration not stated) ?
Vif inh: 3; PDI turbidity: -3; KKLEB cytotox: 1; CaV13 FRET inh: -6; CF NFkB inh: -11; HIF-2a inh: 14; NR2E3 ag-1: 3; NR2E3 ag-2: -34; Peg3 prom inh: -4; MITF TRPM1 inh: 7; Shn3 inh set2: 4
